FLuc counter: counter-screen for miR-21 project: firefly luciferase inhibitors or activators | P08659 | purified FLuc, Km substrates, luminescence inhibition | Potency, µM (doses to about 57.5 µM), inactives show at the highest dose activity change, negative = inhibition, actives largely listed as inhibitors | 360,000 compounds, 6.9% hits; active = well fitted inhibition curve with a large enough effect; inconclusive = small, poorly fitted or top-dose-only effect;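 note: plate controls were vehicle for no effect and reference inhibitor for full effect; nearly all actives have a fitted effect of over 55% in size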
Target sequence (P08659 whole entry, looked up): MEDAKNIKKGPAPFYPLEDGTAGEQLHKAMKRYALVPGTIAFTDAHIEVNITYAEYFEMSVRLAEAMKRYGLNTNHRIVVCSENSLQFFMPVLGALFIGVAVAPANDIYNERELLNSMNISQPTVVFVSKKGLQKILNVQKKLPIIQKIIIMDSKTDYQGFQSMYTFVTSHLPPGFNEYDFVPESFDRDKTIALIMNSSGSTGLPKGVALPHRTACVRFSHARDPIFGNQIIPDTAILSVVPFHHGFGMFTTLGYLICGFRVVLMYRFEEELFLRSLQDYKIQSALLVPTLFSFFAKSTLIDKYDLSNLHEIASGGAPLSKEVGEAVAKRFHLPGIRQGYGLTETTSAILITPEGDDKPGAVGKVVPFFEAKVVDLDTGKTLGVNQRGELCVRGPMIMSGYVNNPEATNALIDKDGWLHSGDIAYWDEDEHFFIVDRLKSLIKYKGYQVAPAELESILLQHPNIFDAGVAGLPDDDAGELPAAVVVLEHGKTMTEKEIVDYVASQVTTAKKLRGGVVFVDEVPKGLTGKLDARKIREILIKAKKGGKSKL
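Biochemical qHTS of compounds, final roughly 60 µM downward over six points, against 10 nM purified firefly luciferase using Km concentrations of substrates (10 uM D-luciferin, 10 uM ATP) in Tris acetate pH 7.5 buffer; luminescence output.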
* = called active by the depositor; ? = inconclusive. Potency is the fitted concentration of half-maximal effect. This is a subset, so the mix of outcomes need not match the whole.

Preview, 17 compounds:
SMILES	FLuc counter
CCN(Cc1ccccc1)Cc1c(O)ccc2c(=O)c(-c3ccccc3)c(C(F)(F)F)oc12	2%
CCOc1ccc(CCNC(=O)Cn2ccc3cc(S(=O)(=O)N4CCCCCC4)ccc32)cc1	-12%
COc1ccc(OCC(=O)NCc2ccc3c(c2)CCN3C(=O)c2ccc(F)cc2)cc1	-17%
COc1ccc(-c2nc3ccccc3o2)cc1NC(=O)c1ccc(OCC(C)C)cc1	-12%
COc1ccc(C)cc1Nc1cc(C)nc(C)n1	4%
COc1cc(CN(C(=O)c2ccc(Cl)cc2)C2CCS(=O)(=O)C2)cc(OC)c1OC (stereo unspecified)	1%
COCCNc1nc(NCc2ccccc2OC)c2cnn(C)c2n1	-1%
Cc1ccc(C(=O)NCCc2csc(-c3cccc(F)c3)n2)cc1C	19µM*
Cc1ccc(S(=O)(=O)c2cn(Cc3cccc(F)c3)c3cc(N4CCCC4)c(F)cc3c2=O)cc1	-3%
CCN1c2ccccc2-c2nc(SCC(=O)Nc3cccc(C)c3C)ncc2S1(=O)=O	2%
COc1ccccc1CNC(=O)Cc1csc2nc(-c3ccccc3)cn12	?
O=C(NCCc1ccccc1)c1cnc2sc(N3CCOCC3)nn2c1=O	2%
CCc1nn(CC(=O)Nc2cc(C)cc(C)c2)c(=O)c2cc3sccc3n12	-9%
Cc1ccccc1C(=O)Nc1nnc(S(=O)(=O)N(C)Cc2ccc(Cl)cc2)s1	?
Cc1ccc(-n2ncc3c(Nc4ccc5c(c4)OCCO5)ncnc32)cc1C	?
Cc1ccc2c(c1)-c1c(c(C(=O)N3CCN(c4cc(Cl)ccc4C)CC3)nn1C)CS2	2%
CCC(=O)N1c2ccccc2CC1C(=O)NCCc1cc(OC)c(OC)c(OC)c1 (stereo unspecified)	-4%

Results, from the first entry:
SMILES	FLuc counter
CCN(Cc1ccccc1)Cc1c(O)ccc2c(=O)c(-c3ccccc3)c(C(F)(F)F)oc12	2%
CCOc1ccc(CCNC(=O)Cn2ccc3cc(S(=O)(=O)N4CCCCCC4)ccc32)cc1	-12%
COc1ccc(OCC(=O)NCc2ccc3c(c2)CCN3C(=O)c2ccc(F)cc2)cc1	-17%
COc1ccc(-c2nc3ccccc3o2)cc1NC(=O)c1ccc(OCC(C)C)cc1	-12%
COc1ccc(C)cc1Nc1cc(C)nc(C)n1	4%
COc1cc(CN(C(=O)c2ccc(Cl)cc2)C2CCS(=O)(=O)C2)cc(OC)c1OC (stereo unspecified)	1%
COCCNc1nc(NCc2ccccc2OC)c2cnn(C)c2n1	-1%
Cc1ccc(C(=O)NCCc2csc(-c3cccc(F)c3)n2)cc1C	19µM*
Cc1ccc(S(=O)(=O)c2cn(Cc3cccc(F)c3)c3cc(N4CCCC4)c(F)cc3c2=O)cc1	-3%
CCN1c2ccccc2-c2nc(SCC(=O)Nc3cccc(C)c3C)ncc2S1(=O)=O	2%
COc1ccccc1CNC(=O)Cc1csc2nc(-c3ccccc3)cn12	?
O=C(NCCc1ccccc1)c1cnc2sc(N3CCOCC3)nn2c1=O	2%
CCc1nn(CC(=O)Nc2cc(C)cc(C)c2)c(=O)c2cc3sccc3n12	-9%
Cc1ccccc1C(=O)Nc1nnc(S(=O)(=O)N(C)Cc2ccc(Cl)cc2)s1	?
Cc1ccc(-n2ncc3c(Nc4ccc5c(c4)OCCO5)ncnc32)cc1C	?
Cc1ccc2c(c1)-c1c(c(C(=O)N3CCN(c4cc(Cl)ccc4C)CC3)nn1C)CS2	2%
CCC(=O)N1c2ccccc2CC1C(=O)NCCc1cc(OC)c(OC)c(OC)c1 (stereo unspecified)	-4%
CCOc1ccc(NC(=O)Cn2nnc(C(=O)OC)c2C(=O)OC)cc1	-5%
Cc1cccc(C(=O)NC(=O)Nc2ccc(-n3nc(C(F)(F)F)cc3C(F)(F)F)cc2)c1	2%
CC(=O)N1CCCc2cc(S(=O)(=O)N(C)CC(=O)Nc3ccc(F)c(Cl)c3)ccc21	-7%
CN(C(=O)CSc1nc2c(c(=O)[nH]1)CCCC2)c1ccccc1	-1%
Cc1cccc2sc(N(CCN(C)C)C(=O)c3ccc4c(c3)OCCO4)nc12	-7%
COc1ccc(C(=O)N(Cc2cc(OC)c(OC)c(OC)c2)C2CCS(=O)(=O)C2)cc1Cl (stereo unspecified)	-1%
CC(C)(C)C(=O)NCCc1nc2ccccc2n1CCCCOc1ccccc1	-7%
COC(=O)c1cc2sccc2n1CC(=O)Nc1ccc(OC)c(OC)c1	-8%

The results go on.
SMILES	FLuc counter
COc1cc(OC)c(NC(=O)n2ncc3cc(Cl)ccc32)cc1Cl	4%
COc1ccc(CCNc2nc(SCc3ccc(F)cc3)nc3ccccc23)cc1OC	0%
CCN(CC)S(=O)(=O)c1nnc(NC(=O)COc2ccccc2Cl)s1	?
CCc1nn2c(=O)c(S(=O)(=O)Nc3ccc(C)c(C)c3)c(C)nc2s1	-6%
O=C(CSc1nc2c([nH]c3ccccc32)c(=O)n1-c1ccccc1)N1CCCCCC1	5%
CCOC(=O)N1CCc2c(sc(NCc3ccc(OCC)cc3)c2C(=O)Nc2ccc(OC)cc2OC)C1	15µM*
Cc1c(C(=O)OC2CCCC2)[nH]c2c1C(=O)CC(c1ccc(C(C)(C)C)cc1)C2 (stereo unspecified)	1%
COc1ccccc1CNC(=O)CSc1nc2nc(C)c(Cc3ccccc3Cl)c(C)n2n1	-16%
CC(=O)Nc1cccc(NC(=O)CSc2cn(CC(=O)N3CCCC3)c3ccccc23)c1	-1%
Cc1ccccc1-c1nc(NC(=O)CSc2ncnc3sc4c(c23)CCCC4)ns1	0%
COc1ccc(S(=O)(=O)c2nnn(-c3ccc(C(C)C)cc3)c2C)cc1	2%
Cc1ccc(NC(=O)NCc2c(-n3cccc3)sc3c2CCCC3)c(Cl)c1	-13%
O=C(CSc1nnc(-c2ccccc2)c(-c2ccccc2)n1)Nc1ccccc1Cl	-14%
COc1ccccc1CNC(=O)C(=O)NCC(c1ccc2c(c1)OCO2)N1CCOCC1 (stereo unspecified)	-1%
Cc1ccc(-c2nc3cc(Cl)ccc3o2)cc1NC(=O)COc1ccc(F)cc1	-9%
Cc1nn(C)c2c1c(-c1ccccc1)cc(=O)n2Cc1ccc(Br)cc1F	4%
CCN(c1ccccc1)S(=O)(=O)c1ccc(NC(=O)c2cc(=O)c3ccccc3o2)cc1	-2%
CCCNC(=O)C1CCC(Cn2c(=O)c3sccc3n(CC(=O)N(CC)CC)c2=O)CC1 (stereo unspecified)	-2%
COc1cc2c(cc1OC)C(COc1ccc3c(C)cc(=O)oc3c1)N(C(=O)Cc1ccccc1)CC2 (stereo unspecified)	1%
O=C(C1COc2ccccc2O1)N(Cc1cccnc1)c1nc2c(F)cccc2s1 (stereo unspecified)	-10%
COc1ccc(-c2ccc(=O)n(CC(=O)Nc3cc(OC)ccc3OC)n2)cc1	-5%
CC(Oc1ccccc1Cl)C(=O)N1CCN(CCc2ccccn2)CC1 (stereo unspecified)	0%
CCOc1ccc(CNCc2c(C(=O)O)c(C)n(Cc3cccc(OC)c3)c2C)cc1OC	-6%
COc1cccc(N2CC(NC(=O)c3ccco3)CC2=O)c1 (stereo unspecified)	-5%
COc1ccccc1CNC(=O)C(Cc1ccccc1)NS(=O)(=O)c1ccc2c(c1)CCN2C(C)=O (stereo unspecified)	-1%

Following part
SMILES	FLuc counter
COc1cccc(C2C=C(c3ccccc3)Nc3c(C(=O)Nc4ccccc4)cnn32)c1OC (stereo unspecified)	-10%
Cc1ccc(-c2cc(C(F)(F)F)n3nc(C(=O)Nc4ccc(C#N)cc4)cc3n2)cc1	3%
Cc1ccc(S(=O)(=O)N(CC(=O)Nc2ccc(C(C)C)cc2)Cc2ccccc2)cc1	-6%
CCC(C)NC(=O)CCCn1c(=O)c2cccn2c2ccccc21 (stereo unspecified)	-1%
Cc1cccc(Cn2c(CNS(=O)(=O)c3ccc(Cl)s3)nc3cccnc32)c1	-14%
COc1ccc(-c2cc(C(=O)Nc3cccc(C(C)=O)c3)no2)cc1OC	2%
CCc1ccc(C(=O)c2cn(CC(=O)Nc3ccc(OC)cc3OC)c3ccc(CC)cc3c2=O)cc1	-7%
COc1ccc(-n2nc(C(=O)NCCc3cccc(C)c3)c3c4ccccc4n(C)c3c2=O)cc1Cl	0%
CCOc1ccc(CC(=O)NCc2ccc3c(c2)CCN3C(C)=O)cc1OCC	-8%
Cc1cc(=O)[nH]c2nnc(SCc3cccc(F)c3)n12	-13%
Cc1ccc2c(c1)Cc1c(nc(-c3ccc(Cl)cc3)nc1SCC(=O)N1CCCCC1)O2	-4%
NC(=O)c1ccccc1NC(=O)CN1c2ccccc2S(=O)(=O)c2ccccc21	-1%
CCOc1ccc(N2CC(NC(=O)c3ccc(Cl)cc3)CC2=O)cc1 (stereo unspecified)	4%
CNC(=O)C1CCC(Cn2c(=O)c3sccc3n(Cc3ccccc3)c2=O)CC1 (stereo unspecified)	-2%
CCOC(=O)C(C)Nc1ncnc2onc(C)c12 (stereo unspecified)	0%
Cc1ccc(S(=O)(=O)Cc2nc(-c3ccc(C(=O)NCc4ccccc4)cc3)oc2C)cc1	-9%
CCOc1ccc(C(=O)Nc2c(C(=O)c3ccccc3)oc3ccccc23)cc1	1%
Cc1ccc(Nc2c3c(nc4nncn24)CCC3)cc1	3%
COc1cccc(CNC(=O)c2cc3c(s2)-c2c(C)cccc2OC3)c1	-11%
Cc1ccc(OCC(=O)Nc2ccc3nc(SCC(=O)N4CCOCC4)sc3c2)cc1C	1%
Cc1cccc(OCC(=O)N2CCC(c3nc4ccccc4o3)CC2)c1C	-17%
COC(=O)c1cc(NS(=O)(=O)c2cc(Br)cc3c2N(C(C)=O)CC3)cc(C(=O)OC)c1	?
CC(=O)Nc1ccc(Nc2nc3c(S(=O)(=O)c4cc(C)ccc4C)nnn3c3ccsc23)cc1	-2%
COc1ccc(C2CC(=O)c3cc(-c4nc(-c5cccc([N+](=O)[O-])c5)cs4)c(=O)n(-c4cccc(C)c4)c3C2)cc1 (stereo unspecified)	4%
O=C(NCC(c1ccco1)S(=O)(=O)c1cccs1)c1ccccc1 (stereo unspecified)	-7%

The list continues:
SMILES	FLuc counter
Cc1ccc(C(C(=O)NC2CCCCC2)N(C)Cc2ccccc2)cc1 (stereo unspecified)	-9%
COc1ccc(-n2c(=O)c3c4c(sc3n(Cc3ccc(C(C)(C)C)cc3)c2=O)CCC4)c(OC)c1	1%
COc1ccc(OC(C)C(=O)NCc2nc(-c3ccc(Cl)cc3)no2)cc1 (stereo unspecified)	-14%
O=C(Nc1ccccc1Br)N1CCN2CCCCC2C1 (stereo unspecified)	5%
CC(C)CCn1c(=O)c2sccc2n2c(CCCC(=O)NC(C)c3ccccc3)nnc12 (stereo unspecified)	-2%
CCOc1ccc(C(=O)NCc2ccc3c(c2)CCN3C(=O)c2ccc(Cl)cc2)cc1	1%
CC(Oc1ccccc1)C(=O)Nc1nnc2n1CCS2 (stereo unspecified)	-4%
COC(=O)c1c(NC(=O)c2nc(SCc3ccc(C)cc3)ncc2Cl)sc2c1CCCC2	-4%
COc1ccc(-n2nc(C(=O)Nc3ccc(Cl)cn3)c3c4ccccc4n(C)c3c2=O)cc1Cl	4%
CC(=O)c1cc(-c2ccc(F)cc2)n(CCC(=O)NCc2ccc(C)cc2)c1C	-7%
Cc1ccc2c(=O)c(C(=O)c3ccccc3)cn(CC(=O)NCc3ccccc3)c2n1	-2%
COc1cccc(N2CCN(C3C(=O)c4ccccc4N3C(C)=O)CC2)c1 (stereo unspecified)	-2%
Cc1ccccc1Cn1c2ccccc2c2cnn(CC(=O)NCCCc3ccccc3)c(=O)c21	0%
Cc1nc2ccc(S(=O)(=O)NCC(=O)Nc3ccc(C)c(Cl)c3)cc2s1	-12%
COc1cc(Cl)c(C)cc1NC(=O)Cn1ncc2c3ccccc3n(Cc3ccccc3)c2c1=O	-2%
CCn1cc2c(n1)-c1c(oc(C(=O)Nc3cccc(C(F)(F)F)c3)c1C)CC2	0%
COC(=O)c1cccc(Nc2c(-c3cc(Br)ccc3O)nc3nc[nH]n23)c1	?
O=C(Nc1sc2c(c1C(=O)Nc1ccccc1Cl)CCCC2)c1ccccc1F	-5%
Cc1cc(C)c(/C=C/c2onc(C)c2S(=O)(=O)N2CCC(C(=O)N(C)Cc3ccccc3)CC2)c(C)c1	0%
CCCSc1oc(-c2ccco2)nc1S(=O)(=O)c1ccc(Br)cc1	-8%
CCOc1ccc(CNC(=O)c2ccc(CSc3nc4ccncc4n3Cc3ccc(F)cc3)cc2)cc1	-9%
Cc1c(NC(=O)c2cc(=O)c3cc(Cl)ccc3o2)c(=O)n(-c2ccccc2)n1C	-5%
CN(C)c1ccc(CNC(=O)CCC(=O)N2Cc3ccccc3Oc3ncccc32)cc1	-7%
Cc1ccc(-c2nc3ccccc3n3c(-c4ccccc4)c4c(=O)n(C)c(=O)n(C)c4c23)cc1	4%
O=C(CSC1=Nc2ccccc2C2=NC(Cc3ccccc3)C(=O)N12)Nc1ccccc1 (stereo unspecified)	-11%

Continuation.
SMILES	FLuc counter
Cc1c(C(=O)NC(C)c2ccccc2)sc2nc3n(c(=O)c12)CCCC3 (stereo unspecified)	4%
O=C(CN1C(=O)C2CCCCN2c2ccc(C(=O)N3CCCC3)cc21)NCc1cccc(F)c1 (stereo unspecified)	0%
Cc1ccc(-n2ncc3c(N4CCN(Cc5ccccc5)CC4)ncnc32)cc1	?
CC(C)CCNC(=O)c1cc(-c2ccc(Br)s2)nc2ccccc12	-15%
Oc1c(C(c2ccccc2)N2CCC3(CC2)OCCO3)sc2nc(-c3ccco3)nn12 (stereo unspecified)	-11%
COc1ccc(CCNC(=O)Cn2nc(-c3ccc(Cl)cc3)ccc2=O)cc1OC	3%
CCN(CC)c1cc(NC2CCCCC2)c2c3c(onc13)-c1ccccc1C2=O	-4%
CCCOc1ccc(/C=C/C(=O)Nc2sc3c(c2C(=O)OCC)CCC(C)C3)cc1OC (stereo unspecified)	-1%
O=S(=O)(NCc1ccccc1Cl)c1ccc(N2CCCCS2(=O)=O)cc1	-9%
